Compound activity (PubChem)
M1 ag: activates human CHRM1 receptor. P11229. CHO-K1 hM1, Fluo-8 calcium fluorescence, agonist mode; 0% DMSO, 100% acetylcholine EC100. activation, % at 3 µM. hit rate 0.33% among 360,000. AID 588814;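 active = activation above the run's mean compound activation plus 3 SD, cut at about 16% in these data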;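 also: peak over basal fluorescence ratio within a 140 s kinetic read after compound addition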
Target sequence (P11229 whole entry, looked up): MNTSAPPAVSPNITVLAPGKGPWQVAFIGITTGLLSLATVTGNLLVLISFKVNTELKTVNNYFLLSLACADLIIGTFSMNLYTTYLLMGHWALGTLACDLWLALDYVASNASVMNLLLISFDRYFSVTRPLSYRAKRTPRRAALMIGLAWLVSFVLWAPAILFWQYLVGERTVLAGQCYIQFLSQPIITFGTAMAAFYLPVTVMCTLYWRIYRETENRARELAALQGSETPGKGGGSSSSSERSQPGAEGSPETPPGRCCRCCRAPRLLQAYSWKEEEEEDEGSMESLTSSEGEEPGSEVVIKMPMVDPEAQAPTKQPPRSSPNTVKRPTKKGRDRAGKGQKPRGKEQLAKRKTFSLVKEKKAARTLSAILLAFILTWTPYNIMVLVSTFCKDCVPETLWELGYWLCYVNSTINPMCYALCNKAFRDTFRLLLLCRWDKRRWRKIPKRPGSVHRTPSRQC
TAAR1 agonist: agonists of human TAAR1 | Q96RJ0 | CHO RD-HGA16 TAAR1, Fluo-8 calcium fluorescence; vehicle wells 0%, saturating PEA agonist 100% | activation, % at 3 µM | hit rate 0.99% among 360,000 | AID 624467;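 active = activation above the mean activation of all test compounds in the run plus 3 SD, cut at about 38% in these data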
Target sequence (Q96RJ0 whole entry, looked up): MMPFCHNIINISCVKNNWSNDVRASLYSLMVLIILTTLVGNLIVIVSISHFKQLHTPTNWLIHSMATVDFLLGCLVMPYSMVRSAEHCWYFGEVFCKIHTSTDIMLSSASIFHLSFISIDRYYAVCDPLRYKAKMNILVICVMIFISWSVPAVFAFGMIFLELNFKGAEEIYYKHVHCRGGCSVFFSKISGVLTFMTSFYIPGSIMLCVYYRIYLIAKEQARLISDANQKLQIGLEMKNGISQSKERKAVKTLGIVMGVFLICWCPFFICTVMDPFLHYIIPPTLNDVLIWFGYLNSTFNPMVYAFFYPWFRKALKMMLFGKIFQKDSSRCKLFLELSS
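Benchmarks: low control DMSO, high control PEA (EC100); System: CHO RD-HGA16 cells carrying human TAAR1 plus Gα16; Detection: Fluo-8 fluorescence, 5 s baseline then 140 s kinetic read; Schedule: 17-24 h plating, Fluo-8 75 min 37 °C, 30 min RT; Read-out basis: % activation from peak over basal fluorescence ratio, DMSO-to-PEA scaled.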
CHO-K1 Ca PAM: M1 PAM counterscreen hit in parental CHO-K1 cells | ATP EC20, Fluo-8 calcium fluorescence; 0% at ATP EC20, 100% at ATP max | activation, % at 3 µM | hit rate 0.02% among 360,000 | AID 602247;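 active = activation above the run cutoff, the mean activation of all test compounds plus 3 SD, cut at about 40% in these data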;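 also: peak over basal fluorescence ratio in a 140 s read after ATP addition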
CHRM1 antagonist: blocks human M1 muscarinic receptor. hit rate 1.3% among 360,000. CHO-K1 hM1, Fluo-8 calcium fluorescence, ACh EC80 antagonist. P11229. inhibition, % at 3 µM;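 active = percent inhibition above its own plate's cutoff, namely the mean of that plate's compound wells plus 3 SD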;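 also: peak over basal fluorescence ratio during 140 s after agonist addition; 0% = ACh EC80 plus DMSO and 100% = DMSO alone without agonist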
M1 PAM: human CHRM1 positive allosteric modulation; CHO-K1 hM1, Fluo-8 calcium fluorescence, ACh EC20; 0% = ACh EC20, 100% = maximal ACh; hit rate 0.088% among 360,000; activation, % at 3 µM; in the data active = activation above about 19%, passing the limit was not always enough
CHO parental Ca: counter-screen for OX1R antagonists: effect in parental CHO cells. parental CHO-K1, ATP-induced calcium, Fluo-8 fluorescence. inhibition, % at 5.6 µM. hit rate 0.63% among 330,000. AID 463079;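 active = inhibition above that plate's mean sample inhibition plus 3 SD, cut at about 26% in these data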;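 also: 0% = ATP-challenged DMSO wells and 100% = DMSO wells without ATP; some compounds past the cut are filed as inactive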
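Measured by: calcium-sensitive Fluo-8 fluorescence / Test system: CHO parental line / Controls: ATP-challenged DMSO wells low, unchallenged DMSO wells high / Measure: % inhibition / Compound: single nominal dose of 5.6 µM per compound / Replicates: single well per compound, no replicates / Reagent: ATP as calcium-mobilizing challenge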
TAAR1 antagonist: antagonists of human TAAR1; Q96RJ0; CHO RD-HGA16 TAAR1, Fluo-8 calcium fluorescence, antagonist; inhibition, % at 3 µM; hit rate 1.5% among 360,000;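 active = inhibition above a per-plate cutoff, the mean inhibition of test compounds on that plate plus 3 SD, cut at about 49% in these data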;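 also: 0% = DMSO plus EC80 beta-PEA response and 100% = DMSO alone without agonist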
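test system = CHO RD-HGA16 cells bearing hTAAR1 | replication = singlicate | controls = DMSO-only wells and EC80 β-PEA-stimulated wells | reagent = EC80 β-phenethylamine stimulus | read-out basis = percent inhibition of PEA-evoked calcium signal, max/basal emission ratio | schedule = seeding 17-24 h prior, 75-min 37 °C, 30-min RT dye loading | signal = kinetic Fluo-8 calcium fluorescence measurement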
CHO-K1 Ca antag: counter-screen for M1 antagonists: effect in parental CHO-K1 cells; ATP-induced calcium, Fluo-8 fluorescence; inhibition, % at 3 µM; hit rate 0.6% among 360,000;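 active = inhibition above a per-plate cutoff, the plate's mean sample inhibition plus 3 SD, cut at about 24% in these data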;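 also: 0% = DMSO plus EC80 ATP and 100% = DMSO alone without ATP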
CHO-K1 Ca ag: M1 agonist counterscreen hit in parental CHO-K1 cells | Fluo-8 calcium fluorescence; scaled to maximal ATP response, vehicle zero | activation, % at 3 µM | hit rate 0.48% among 360,000 | AID 602248; in the data active = activation above about 15%;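 also: untransfected CHO-K1 host cells lacking M1 receptor as counterscreen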
Active calls of the source: *; . = not tested or not shown.

SMILES | M1 ag | TAAR1 agonist | CHO-K1 Ca PAM | CHRM1 antagonist | M1 PAM | CHO parental Ca | TAAR1 antagonist | CHO-K1 Ca antag | CHO-K1 Ca ag
CSc1ccccc1OCc1cc(C(=O)NC2CCc3ccccc32)no1 (stereo not given) | -4 | 1 | -9 | -2 | -3 | -25 | -6 | 0 | -0.2
COc1ccccc1/C=C\C(=O)NCC(=O)N/N=C/c1ccc(O)cc1O | -4 | 3 | 2 | 5 | 0 | -9 | -17 | -6 | 0.5
COc1cc(OC)cc(C(=O)N2CCN(c3ccc(N4CCOCC4)nn3)CC2)c1 | -6 | 2 | 13 | -10 | 3 | 10 | 0 | -13 | 0.9
NCCNC(=O)c1ncsc1-c1cccc(F)c1 | -5 | 3 | 18 | -35 | 2 | 4 | 4 | -11 | 0.6
CCNC(=O)C1CC(=O)N(Cc2ccc(F)cc2)C(=Nc2ccc(OC)cc2)S1 (stereo not given) | -4 | 12 | 12 | 8 | -1 | -10 | 5 | -25 | 1.0
Cc1cccc(CNc2ccc(C(CC(N)=O)NC(=O)c3ccccc3)cc2[N+](=O)[O-])c1 (stereo not given) | -4 | 6 | -3 | 6 | -4 | -7 | 15 | -2 | -0.3
OCCOCCNc1ncnc2c1cnn2-c1ccccc1 | -2 | 0 | -3 | -4 | 5 | 4 | 11 | 9 | 1.0
CN(C)CCN(Cc1ccco1)S(=O)(=O)c1csc(C(N)=O)c1 | -4 | 1 | 1 | -3 | 2 | 12 | 4 | -4 | 0.2
CC(=O)Nc1ccc(NC(=O)c2ccccc2F)cc1 | -3 | 11 | 18 | -8 | 8 | 6 | -5 | -17 | 0.4
CCOC(=O)c1cnc(-n2nc(C)cc2C)nc1NC | -3 | 18 | 2 | -1 | 6 | -4 | -4 | -7 | -0.1
O=C(COc1ccc(NC(=O)c2ccccc2[N+](=O)[O-])cc1)c1ccc(F)cc1 | -4 | 12 | 5 | -3 | 5 | -1 | 22 | -2 | 2.7
COc1ccc(N/C=C(\C#N)S(=O)(=O)c2ccc(OC)cc2)cc1 | -4 | -2 | 25 | -5 | 5 | -26 | -20 | -17 | 5.0
O=c1[nH]nc(CNc2ccc(O)cc2)c2ccccc12 | -3 | 1 | 13 | 1 | 3 | 4 | 7 | -8 | 0.5
CCCc1cc(C(=O)Nc2sc(C(C)=O)c(C)c2C(=O)OCC)no1 | -4 | 0 | 23 | -3 | 0 | -8 | -7 | -8 | 0.9
O=C(O)c1ccccc1CC(CCc1ccccc1)C(=O)O (stereo not given) | -2 | 1 | 7 | -11 | 2 | . | -5 | -14 | 1.6
CC(=O)c1cccc(NC(=O)CN2C(=O)C3C4C=CC(C4)C3C2=O)c1 (stereo not given) | 0 | 1 | 12 | 12 | -6 | -12 | 13 | -20 | 0.6
CCOc1cc(C(=S)N2CCOCC2)cc(Br)c1OS(=O)(=O)c1ccccc1 | -4 | 3 | 2 | -10 | 4 | -16 | -3 | -2 | -0.3
CCCCN(C)C(=O)c1sc(=O)n(Cc2ccccc2C#N)c1C | -3 | 0 | 34 | -17 | 5 | . | -2 | -13 | 1.1
CCCCNC(=O)NS(=O)(=O)c1ccc(C(=O)OC)o1 | -3 | 6 | 10 | -14 | -2 | -7 | -7 | 1 | 0.1
CCCOc1cc(C)c(Cl)cc1S(=O)(=O)N(CC)CC | -4 | 10 | 3 | 11 | -9 | -23 | -10 | 0 | 0.8
Fc1ccc(-c2nc3ccc(Cl)cn3c2Cc2ccccc2C(F)(F)F)cc1 | 3 | 0 | 8 | -11 | -2 | . | -8 | -9 | 0.4
CN(C)c1ccc(C(=O)NCC(c2cccs2)N2CCOCC2)cc1 (stereo not given) | -1 | 0 | -15 | 2 | 10 | -11 | -2 | -2 | -0.2
NC(=O)C1(N2CCCCC2)CCN(S(=O)(=O)c2cc(Cl)sc2Cl)CC1 | -3 | 3 | 8 | -22 | 12 | -13 | 6 | -11 | 2.2
Cc1[nH]c(=O)c(C(=O)c2cc(Cl)ccc2O)cc1C(=O)O | -3 | 8 | 8 | 5 | 2 | -12 | 0 | -5 | 1.3
CC1=C(C(=O)OCC2CCCO2)C(c2ccc(C)o2)C2=C(CC(c3ccc(F)cc3)CC2=O)N1 (stereo not given) | -2 | . | 4 | -12 | -3 | -19 | . | -8 | 1.6
SMILES | M1 ag | TAAR1 agonist | CHO-K1 Ca PAM | CHRM1 antagonist | M1 PAM | CHO parental Ca | TAAR1 antagonist | CHO-K1 Ca antag | CHO-K1 Ca ag
CCOC(=O)C(NC(=O)C1CCCN1C(=O)OCc1ccccc1)C(=O)OCC (stereo not given) | -3 | 7 | 6 | -8 | 6 | -5 | 4 | -1 | 0.2
O=C(CCNS(=O)(=O)c1ccc(F)cc1)N1CCN(c2ncccn2)CC1 | -3 | 4 | 5 | -31 | 15 | . | -17 | -5 | 0.7
CCOC(=O)C1=C(COC(=O)C2(C)CC2(Cl)Cl)NC(=O)NC1c1ccc(OC)cc1 (stereo not given) | -4 | 2 | 12 | -5 | 3 | -34 | 6 | 1 | 1.1
COc1ccc(NC(=O)c2oc3ccccc3c2NC(=O)c2ccco2)c(OC)c1 | -5 | 8 | -3 | -3 | 0 | -14 | 41 | -1 | 0.7
CC1Cc2nc(SCC(=O)N3CCCCC3)n(C)c(=O)c2S1 (stereo not given) | -4 | 1 | -5 | -8 | 11 | . | -8 | 1 | -0.2
Cc1cccc(S(=O)(=O)NCCC(=O)OCC(=O)Nc2ccc(C#N)cc2)c1 | -4 | 2 | 17 | -5 | 2 | -21 | 10 | -1 | 3.7
N#CCc1ccc(C(=O)c2ccccc2)s1 | -3 | 2 | -10 | 0 | -2 | 3 | -7 | 4 | 0.2
CC(C)(C)OC(=O)N/N=C\c1ccc([N+](=O)[O-])s1 | -7 | 5 | 14 | -4 | 13 | -3 | 19 | 1 | 1.1
Cc1ccc(-n2cnc3c(=O)[nH]cnc32)cc1[N+](=O)[O-] | -4 | 0 | -4 | 1 | -2 | . | -2 | -3 | 0.4
O=C(CCCn1c(=S)[nH]c2cc3c(cc2c1=O)OCO3)N1CCN(c2ccc(F)cc2)CC1 | -3 | 6 | 1 | -4 | 8 | -15 | -3 | 13 | -0.4
CCOc1cc(/C=C2/NC(=O)N(Cc3ccccc3F)C2=O)ccc1O | -1 | 15 | 18 | -21 | 5 | -20 | -9 | -13 | 0.5
CCOc1ccc(C(=O)OCC(=O)Nc2nc(OC)cc(OC)n2)cc1OCC | -4 | 2 | -5 | -7 | 2 | -15 | 1 | 2 | 0.1
Nc1cccc(-c2nnc3n2CCCCC3)c1 | -6 | 7 | 11 | -7 | 6 | -3 | -22 | -9 | 0.7
COc1ccccc1CN1CC(C(=O)NCCN(C)CCc2ccccc2)CCC1=O (stereo not given) | -6 | 39* | -6 | -9 | 9 | -14 | -24 | 8 | -0.1
COCCn1c(-c2ccc(Cl)cc2)cnc1SCC(=O)NCCc1ccc(OC)c(OC)c1 | 0 | 2 | 17 | -7 | 4 | -23 | -7 | -14 | 6.8
CCn1ccnc1CNC(=O)CC1C(=O)NCCN1CC(c1ccccc1)c1ccccc1 (stereo not given) | -15 | 3 | 7 | -3 | -2 | -14 | 2 | -2 | 0.1
CC(=O)c1cccc(NC(=O)N2CCCC2C(=O)Nc2ccc3c(c2)OCCO3)c1 (stereo not given) | -6 | -1 | 14 | -5 | 7 | -11 | -14 | -3 | -0.1
O=C(Nc1c[nH]c(=O)[nH]c1=O)OCc1ccccc1 | -3 | 1 | -18 | -11 | 5 | . | -1 | -1 | -0.2
O=C(c1cccc(S(=O)(=O)N2CCOCC2)c1)N1CCCCCC1 | -6 | 5 | 19 | -8 | 13 | 2 | -17 | -20 | 1.2
O=C1c2ccccc2S(=O)(=O)N1CCCN1C(=O)c2ccccc2S1(=O)=O | 0 | 3 | 4 | -6 | 1 | . | -3 | -7 | 0.2
CCCc1nnc(NC(=O)c2cn(CC)c3cc(N4CCN(C)CC4)c(F)cc3c2=O)s1 | -4 | 0 | 17 | -16 | 7 | -18 | 1 | -1 | 0.7
Cc1ccc(S(=O)(=O)Nc2ccc(NC(=O)Nc3cccc(C(F)(F)F)c3)cc2)cc1 | -10 | 2 | 17 | 6 | 2 | -8 | 28 | 2 | 2.8
Cn1c(Cn2c(=O)sc3ccccc32)nnc1SCC(=O)Nc1ccccc1F | -3 | 3 | -1 | -4 | 4 | -15 | -9 | -6 | -0.3
Cc1ccc(Cn2c(O)c(N=O)c3ccccc32)cc1 | 20* | 3 | -14 | -5 | 9 | -9 | -6 | 19 | 2.4
N#CC1=C(N)Oc2cc(N)ccc2C1c1cccc(Br)c1 (stereo not given) | -3 | 2 | 1 | -7 | -1 | . | 13 | -7 | 1.1

Entries of single compounds as entered above. Values in the order: M1 ag | TAAR1 agonist | CHO-K1 Ca PAM | CHRM1 antagonist | M1 PAM | CHO parental Ca | TAAR1 antagonist | CHO-K1 Ca antag | CHO-K1 Ca ag
Listed for `CC(C)(C)OC(=O)N/N=C\c1ccc([N+](=O)[O-])s1` → -7 | 5 | 14 | -4 | 13 | -3 | 19 | 1 | 1.1
Listed for `CN(C)CCN(Cc1ccco1)S(=O)(=O)c1csc(C(N)=O)c1` → -4 | 1 | 1 | -3 | 2 | 12 | 4 | -4 | 0.2
Listed for `NCCNC(=O)c1ncsc1-c1cccc(F)c1` → -5 | 3 | 18 | -35 | 2 | 4 | 4 | -11 | 0.6
Listed for `Cc1ccc(-n2cnc3c(=O)[nH]cnc32)cc1[N+](=O)[O-]` → -4 | 0 | -4 | 1 | -2 | . | -2 | -3 | 0.4

Next results
SMILES | M1 ag | TAAR1 agonist | CHO-K1 Ca PAM | CHRM1 antagonist | M1 PAM | CHO parental Ca | TAAR1 antagonist | CHO-K1 Ca antag | CHO-K1 Ca ag
CC(=O)C1=C(c2ccccc2)NC(=O)NC1c1ccc(O)c(O)c1 (stereo not given) | -4 | 1 | -7 | 6 | -1 | -9 | -9 | 4 | -0.3
CC(C)CN(C(=O)C1=NN(c2ccccc2)C(=O)CC1)c1c(N)n(Cc2ccccc2)c(=O)[nH]c1=O | -3 | 1 | 11 | -10 | 6 | -4 | 0 | -19 | 0.2
O=C(Nc1ccccc1)c1ccc(S(=O)(=O)N2CCCC2)cc1 | -8 | 7 | 22 | -1 | 7 | -3 | -4 | -22 | 2.4
Cc1onc(-c2c(Cl)cccc2Cl)c1C(=O)c1c[nH]c(C(=O)NCCCN2CCOCC2)c1 | -6 | 5 | 18 | 76* | -22 | -11 | 0 | 2 | 1.4
Cc1cc(C)cc(C(=O)N2CC(C)OC(C)C2)c1 (stereo not given) | -3 | 6 | 11 | -6 | -4 | -3 | -5 | -12 | -0.3
Cc1c(C(=O)OCC(=O)N(C)c2ccccc2)oc2ccccc12 | -5 | 5 | 5 | 33* | -22 | -15 | -1 | -9 | 2.8
